High-throughput results from PubChem BioAssay.
BAZ2B block: BAZ2B (human) inhibition. AID 504333. Q9UIF8. AlphaScreen BAZ2B-H3K14Ac peptide displacement. Potency, µM (titrated, usually from 114 µM), without a hit: at the top dose activity change, negative = inhibition, hits mostly inhibitors. hit rate 4.4% among 360,000; note: potency is the fitted concentration of half-maximal effect; % is set by controls: 0 for no effect and ±100 for the full control effect; nearly all actives have a fitted effect of over 60% in size
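Compounds, titrated to a top concentration of 110 uM, were incubated 30 min at room temperature with preformed BAZ2B/acetyl-K14 H3 peptide complex (50 nM each). Proximity signal was measured by AlphaScreen after 20 min with beads.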
GLS inh: inhibitors of human glutaminase (GLS); O94925; GLS enzymatic activity, qHTS titration; Potency, µM (series often up to 45.5 µM), for the others: top-dose activity change, negative = inhibition, hits mostly inhibitors; hit rate 0.21% among 410,000; AID 624170; note: potency is the fitted concentration of half-maximal effect; % is set by controls: 0 for no effect and ±100 for the full control effect
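Human kidney-isoform GLS in 45 mM KH2PO4 pH 8.2, 0.02% Tween-20, with compound, started with 1mM L-Glutamine (added stock). Glutamate oxidase/HRP/Amplex red coupled fluorescence read at start and after 30 min at RT.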
PI4K2A inh: blocks human PI4K2A kinase activity. Q9BTU6. purified PI4K2A, ADP-Glo luminescence, 1 h; hits give low values. activity change, negative = inhibition, % at 76.9 µM. hit rate 0.13% among 420,000; in the data active = activity change below about -50%; inconclusive = mostly about -30% to -49%;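 note: -100% = wells without enzyme as full effect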
Target sequence (Q9BTU6 whole entry, looked up): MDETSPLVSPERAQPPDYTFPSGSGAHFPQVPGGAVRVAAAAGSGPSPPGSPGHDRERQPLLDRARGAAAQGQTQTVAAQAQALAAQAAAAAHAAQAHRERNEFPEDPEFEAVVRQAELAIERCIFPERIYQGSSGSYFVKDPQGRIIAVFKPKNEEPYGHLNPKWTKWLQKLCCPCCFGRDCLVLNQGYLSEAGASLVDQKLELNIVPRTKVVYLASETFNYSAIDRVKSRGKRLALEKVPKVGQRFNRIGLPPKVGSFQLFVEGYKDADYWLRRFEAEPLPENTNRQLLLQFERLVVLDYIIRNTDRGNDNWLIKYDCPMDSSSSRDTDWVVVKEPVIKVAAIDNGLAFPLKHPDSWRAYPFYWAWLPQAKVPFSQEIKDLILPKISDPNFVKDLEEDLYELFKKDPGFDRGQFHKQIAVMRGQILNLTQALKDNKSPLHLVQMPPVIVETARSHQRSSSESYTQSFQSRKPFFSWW
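Compounds are screened against recombinant PI4K2A using PI as substrate and ATP, the latter dispensed at 300 microM. Reactions run one hour at ambient temperature before ADP-Glo detection; full inhibition defined by wells lacking enzyme.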
JMJD2A Tudor: JMJD2A Tudor domain (human) inhibition. hit rate 4.4% among 390,000. Potency, µM (highest dose often 114 µM), for the others: at the top dose activity change, negative = inhibition, actives largely listed as inhibitors. AlphaScreen JMJD2A-Tudor / H3K4me3 peptide binding. O75164; note: potency is the fitted concentration of half-maximal effect; % is set by controls: 0 for no effect and ±100 for the full control effect; nearly all actives have a fitted effect of over 50% in size
HP1b chromo inh: blocks HP1-beta chromodomain binding to methylated histone tails | P83916 | AlphaScreen HP1-beta / biotin-H3K9me3 peptide binding | Potency, µM (highest dose often 114 µM), for inactives: at the top dose activity change, negative = inhibition, hits mostly inhibitors | hit rate 0.56% among 390,000 | AID 540317; note: potency is the fitted concentration of half-maximal effect; nearly all actives have a fitted effect of over 70% in size; inactives centre near 23
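HP1-beta protein (50 nM final) preincubated 30 min at room temperature with biotinylated H3(1-18)K9me3 peptide (50 nM) in PBS pH 7.4, 0.01% Tween-20, then compound added for 30 min. AlphaScreen streptavidin donor/nickel chelate acceptor beads (10 ug/mL final), 30 min dark, luminescence read.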
G9a block: inhibitors of human histone lysine methyltransferase G9a; Q96KQ7; G9a H3K9 monomethylation, AlphaScreen, 2 h; Potency, µM (highest dose often 102 µM), for inactives: at the top dose activity, negative = inhibition, hits mostly inhibitors; hit rate 8.8% among 350,000; note: potency is the fitted concentration of half-maximal effect; % is set by controls: 0 for no effect and ±100 for the full control effect; nearly all actives have a fitted effect of over 75% in size
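Signal arises when biotinylated H3K9 peptide, once monomethylated, bridges streptavidin donor and antibody-captured acceptor beads. Enzyme at 20 nM was preincubated 15 min with test compounds; peptide 500 nM and SAM 20 uM then reacted for 2 h.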
PGK inhibitor: blocks T. brucei phosphoglycerate kinase. hit rate 0.043% among 380,000. P07378. PGK/GAPDH coupled, Kinase-Glo luminescence, 60 min. Potency, µM (top dose mostly 57.5 µM), inactives show at the highest dose activity change, negative = inhibition, hits mostly inhibitors; note: potency is the fitted concentration of half-maximal effect; % is set by controls: 0 for no effect and ±100 for the full control effect; nearly all actives have a fitted effect of over 60% in size
Target sequence (P07378 whole entry, looked up): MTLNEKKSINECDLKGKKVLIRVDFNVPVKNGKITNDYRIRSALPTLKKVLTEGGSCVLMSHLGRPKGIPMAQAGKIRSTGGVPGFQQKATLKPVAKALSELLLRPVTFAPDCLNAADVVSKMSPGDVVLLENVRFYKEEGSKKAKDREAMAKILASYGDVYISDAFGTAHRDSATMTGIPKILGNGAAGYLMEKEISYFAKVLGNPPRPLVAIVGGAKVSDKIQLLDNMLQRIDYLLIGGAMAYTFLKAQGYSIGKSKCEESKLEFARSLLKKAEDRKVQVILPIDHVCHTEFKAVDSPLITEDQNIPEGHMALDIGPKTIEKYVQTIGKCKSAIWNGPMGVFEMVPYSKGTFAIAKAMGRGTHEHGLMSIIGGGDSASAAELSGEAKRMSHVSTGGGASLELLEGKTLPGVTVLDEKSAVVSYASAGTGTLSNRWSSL
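Recombinant glycosomal PGK reaction used 1,3-bisphosphoglycerate generated in-well by GAPDH (100nM final) in 100mM TEA pH 7.6, 5mM MgCl2, 0.01% Tween-20. After 60 minutes at room temperature, ATP was read by Kinase-Glo Plus luminescence end-point.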
POLH inh: DNA polymerase eta (human) inhibition. AID 588591. Potency, µM (doses to about 114 µM), inactives show at the highest dose activity change, negative = inhibition, most hits filed as inhibitors. recombinant Pol eta, fluorescent DNA replication assay. hit rate 1.2% among 390,000; note: potency is the fitted concentration of half-maximal effect; % is set by controls: 0 for no effect and ±100 for the full control effect
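Pol eta at 10 nM preincubated with compounds 15 min at room temperature; reaction started with fluorescent substrate (50 nM final) and read kinetically at 0 and 10 min.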
Pin1 inhibitor: blocks the human prolyl isomerase Pin1. Pin1 FP peptide displacement, HiFluor488, 10 min. Potency, µM (highest dose often 115 µM), without a hit: top-dose activity, negative = inhibition, most hits filed as inhibitors. hit rate 0.009% among 390,000; active = well fitted inhibition curve with a large enough effect in the polarisation, with a control signal flat, not every such curve was filed as active; inconclusive = small, poorly fitted or top-dose-only effect, or effect the other way, or a change in a side signal; inactive = no such curve, though single readings can be large or run the other way; the % refers to the polarisation; note: potency is the fitted concentration of half-maximal effect; % is set by controls: 0 for no effect and ±100 for the full control effect
Target sequence (Q13526 whole entry, looked up): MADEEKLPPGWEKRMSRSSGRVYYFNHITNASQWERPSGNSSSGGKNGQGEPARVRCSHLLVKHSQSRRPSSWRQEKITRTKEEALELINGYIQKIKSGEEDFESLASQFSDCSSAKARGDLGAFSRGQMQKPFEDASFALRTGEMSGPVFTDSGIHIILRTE
The depositor's hits bear a star; i = inactive; ? = inconclusive; . = no result given; & = joins results of further samples; [ ] = remark or other dose. Unless noted, calls come from the whole dose curve; as a rule, active = well fitted curve in the direction sought with a large enough effect; inconclusive = small, poorly fitted or top-dose-only effect, or another doubt; inactive = no such curve, though single readings can be large; an effect the other way counts as inactive or inconclusive. Only part of the results is shown (hit frequency here may not be typical).

1. COc1cc(OC)cc(C(=O)NNC(=O)c2cc(S(=O)(=O)N3CCOCC3)ccc2F)c1
2. CCOC(=O)C1CCN(CC(=O)N(CC(C)C)c2c(N)n(CC(C)C)c(=O)[nH]c2=O)CC1
3. CC(=NN=C(C)c1ccc(O)cc1)c1ccc(O)cc1
4. COc1ccc(CNC(=O)CN2C(=O)CCn3nc(-c4ccccc4)cc32)c(OC)c1
5. CCCCOc1ccc(C(=O)OCC(=O)Nc2cc(C)c(C)cc2[N+](=O)[O-])cc1
6. Cc1ccc(S(=O)(=O)Oc2ccc(/C=N/NC(=O)c3c(Cl)cnn3C)cc2)cc1
7. CC(C)C(NC(=O)OCc1ccccc1)C(=O)N1CCOCCOCCOCC1 (centres undefined)
8. Cc1ccc(NC(=O)Nc2nnc(SCC(=O)N3CCCCC3)s2)cc1
compound no.,1,2,3,4,5,6,7,8
BAZ2B block,0%,16%,.,10%[57.1 µM],8%,4%,-11%,-2%
GLS inh,12%,1%,28%,-26%,-3%,7%,-5%,1%
PI4K2A inh,0,-1,-10,3,-1,-6,-2,0
JMJD2A Tudor,-3%,-3%,-12%,-9%,-28%,-9%,-2%,-15%
HP1b chromo inh,31%,61%[activator],-4%,32%,1%,23%,42%[activator],43%[activator]
G9a block,14%[59 µM],20%,.,-20%[59 µM],25%[59 µM],-6%[59 µM],-3%[59 µM],14%[59 µM]
PGK inhibitor,-3%,0%,-3%,-1%,.,4%,-9%,1%
POLH inh,-15%,-2%,1%,-2%,2%,-7%,-8%,-2%
Pin1 inhibitor,-12%,9%,-1%,-4%,-2%,0%,-6%,5%

Screen by screen, as entered above.
POLH inh, nos. 1 to 8 → -15%, -2%, 1%, -2%, 2%, -7%, -8%, -2%

(more compounds)
9. COc1cc(Cl)c(C)cc1NC(=O)C1CCN(c2nc3ccccc3n3cccc23)CC1
10. Cc1cc(/C=C2/SC(=O)NC2=O)c(C)n1-c1ccc(N2CCOCC2)cc1
11. CC1(C)CC(=O)C2=C(C1)N(c1ccc(F)cc1)C(=O)C2(NC(=O)c1ccccc1F)C(F)(F)F (centres undefined)
12. O=C(CCc1nnc2ccc(NCc3ccco3)nn12)N1CCN(c2ccccc2F)CC1
13. Cc1cc(OCc2nc(-c3ccncc3)no2)cc(C)c1Cl
14. CC(C)(C)NC(=O)C(c1ccc(-c2ccccc2)cc1)N(C[C@H]1CC[C@@H]([C@@H]2CC[C@H](CO)O2)O1)C(=O)c1ccc2ccccc2c1 (some centres undefined)
15. O=c1nc2n(c3cc(Cl)c(S(=O)(=O)N4CCOCC4)cc13)CCCCC2
16. CCc1ccc(/C=C(\C#N)C(=O)NC2CCS(=O)(=O)C2)cc1 (centres undefined)
compound no.,9,10,11,12,13,14,15,16
BAZ2B block,-29%,-1%,0%,71µM*,-14%,.,.,.
GLS inh,6%,18%,-6%,8%,2%,-4%,8%,36%[activator]
PI4K2A inh,3,1,5,-8,-2,4,-13,16
JMJD2A Tudor,-32%,-16%,-4%,?,1%,?,-3%,-5%
HP1b chromo inh,14%,-3%,26%,30%,36%,-15%,33%,24%
G9a block,?,25%[59 µM],-11%[59 µM],.,5%,.,22%[59 µM],.
PGK inhibitor,.,-4%,i,-2%,2%,-1%,3%,-8%
POLH inh,.,2%,-19%,?,-3%,-24%,10%,7%
Pin1 inhibitor,-3%,9%,0%,2%,-6%,13%,0%,5%

17. CSc1nsc(SC)c1C(=O)Nc1ccc(C)cc1
18. N#CCSCC(=O)Nc1ccc(Br)cc1
19. CCC(C)(NC(=O)CNC(C)=O)C(=O)NC1CCCCC1 (centres undefined)
20. COc1ccc(-c2ccc(-c3noc(-c4ccccc4F)n3)c(OC)n2)cc1
21. COc1ccc(Nc2nc(OC)nc(OC)n2)cc1
22. CCOc1cc(C(=O)OCC(=O)NC(C)c2ccccc2)ccc1OCC(=O)N1CCOCC1 (centres undefined)
23. CCOC(=O)c1c(C)[nH]c(C(=O)OCC(=O)N2CCN(S(=O)(=O)c3ccccc3)CC2)c1C
24. COCCCn1c(C)nnc1SCC(=O)NNC(=O)COc1ccc(Cl)cc1
compound no.,17,18,19,20,21,22,23,24
BAZ2B block,?,11%,11%,-3%,0%,.,0%,15%
GLS inh,4%,-1%,8%,-8%,3%,0%,3%,-4%
PI4K2A inh,-4,-6,11,-3,-6,-8,6,-13
JMJD2A Tudor,-12%,-14%,?,-4%,-10%,-15%,-15%,-8%
HP1b chromo inh,23%,11%,6%,37%,29%,26%,6%,45%[activator]
G9a block,25µM*,11%[2.33 µM],0%[59 µM],-5%[12.7 µM],25%,-42%,0%,-2%[59 µM]
PGK inhibitor,9%,i,10%,i,3%,-1%,1%,-11%
POLH inh,-5%,-1%,5%,-11%,-3%,-10%,-4%,-22%
Pin1 inhibitor,3%,-3%,7%,-2%,1%,-5%,5%,-10%

25. O=C(COc1ccc(S(=O)(=O)NC2CCCCC2)cc1)NC1CC1
26. CC(c1ccccc1)n1c(S(=O)(=O)O)nc2ccccc21 (centres undefined)
27. Cc1cccc(NC(=O)CSc2nc(=O)n(Cc3cccnc3)c3c2CCC3)c1C
28. Clc1ccccc1-c1nc(-c2cccnc2)no1
29. CC1=C(C(=O)Nc2ccc(C)cc2C)C(c2ccc(Cl)cc2)n2nc(C(=O)OC(C)C)nc2N1 (centres undefined)
30. CC(=O)Nc1ccc(NC(=O)CN2C(=O)COc3ccc(S(=O)(=O)N4CCOCC4)cc32)cc1
31. Cc1cc(C(=O)N/N=C/c2ccc3c(c2)OCO3)c2ccccc2n1
32. CCCN1CCC(N(CCc2ccccc2)Cc2ccccc2)CC1
compound no.,25,26,27,28,29,30,31,32
BAZ2B block,-1%,2%,-1%,9%,-14%&5%,-27%,5%,-2%
GLS inh,11%,6%,-7%,9%,5%&4%,0%,-3%,1%
PI4K2A inh,-1,-1,6,0,-3&0,23,-5,-3
JMJD2A Tudor,-7%,-28%,-9%,11%,-7%&-6%,-10%,-9%,-16%
HP1b chromo inh,48%[activator],37%,-8%,34%[activator],10%&10%,31%,48%[activator],21%
G9a block,.,-7%,6%[59 µM],35%[59 µM],45µM*,9%,.,-22%
PGK inhibitor,2%,i,-6%,-3%,-9%&-8%,-6%,-7%,3%
POLH inh,8%,-5%,-10%,-9%,?,-14%,-11%,-19%
Pin1 inhibitor,-3%,-5%,-5%,-4%,-2%&-2%,-17%,1%,-1%

By substructure, the compounds so far containing a cyano group
16. CCc1ccc(/C=C(\C#N)C(=O)NC2CCS(=O)(=O)C2)cc1 (centres undefined)
18. N#CCSCC(=O)Nc1ccc(Br)cc1
compound no.,16,18
BAZ2B block,.,11%
GLS inh,36%[activator],-1%
PI4K2A inh,16,-6
JMJD2A Tudor,-5%,-14%
HP1b chromo inh,24%,11%
G9a block,.,11%[2.33 µM]
PGK inhibitor,-8%,i
POLH inh,7%,-1%
Pin1 inhibitor,5%,-3%

(cont.)
33. CC(=O)N1CCC(CCCC2CCN(C(C)=O)CC2)CC1
34. CNC[C@H](CC1CCCCC1)NC[C@H](CO)NCCc1cccc(C(F)(F)F)c1
35. CCOc1cc(/C=C/C(=O)O)ccc1OCCOc1ccccc1
36. CCOC(=O)c1ccccc1NC(=O)CSc1ncc(CO)n1Cc1ccc(C)cc1
37. C[C@H](CO)N1C[C@H](C)[C@@H](CN(C)Cc2ccccc2)OCCCC[C@H](C)Oc2ccc(N(C)C)cc2C1=O
38. O=C1NCCO1
39. CCc1ccccc1N1C(=O)N(CC(=O)c2ccc(OC)cc2)c2ccccc2S1(=O)=O
40. Cc1ccc(S(=O)(=O)NNC(=O)c2ccccc2-n2cccc2)cc1
compound no.,33,34,35,36,37,38,39,40
BAZ2B block,11%,-36%,-7%,-30%,.,-4%,-7%,-21%
GLS inh,-8%,3%,1%,-3%,22%,1%,6%,-3%
PI4K2A inh,-4,4,-5,0,5,-5,2,-6
JMJD2A Tudor,-13%,-26%,-11%,-26%,.,-26%,-18%,-16%
HP1b chromo inh,18%,22%,5%,-7%[57 µM],.,-4%,-6%,14%
G9a block,18%[2.33 µM],?,21%,-37%[59 µM],.,-2%[59 µM],-4%[59 µM],16%
PGK inhibitor,i,5%,-14%,-8%,-1%,-13%,0%,-8%
POLH inh,3%,-14%,-12%,3%,-13%,-10%,-9%,-3%
Pin1 inhibitor,-3%,6%,4%,?,.,-1%,11%,-11%

41. COc1cc(CNCCc2ccccc2)ccc1OCC(N)=O
42. COc1cccc(CNC(=O)c2cc(C3CC3)nc3c2cnn3C(C)C)c1
43. COc1ccc(/C=N/N2CCN(C)CC2)c(OC)c1OC
44. CCCCOc1ccc(C(=O)N/C(=C\c2cccc([N+](=O)[O-])c2)C(=O)OCCC)cc1
45. COc1cc(/C=N/NC(=O)c2ccc(CSc3nncn3C)cc2)ccc1OCC(=O)N1CC(C)OC(C)C1 (centres undefined)
46. CN(C)/C(=N\S(=O)(=O)c1ccc(F)cc1)c1ccccc1
compound no.,41,42,43,44,45,46
BAZ2B block,-8%,1%,-2%,-7%,0%,-14%
GLS inh,7%,2%,-7%,-6%,21%,12%
PI4K2A inh,-2,3,-1,3,-2,0
JMJD2A Tudor,-6%,11%,-1%,-8%,-5%,-11%
HP1b chromo inh,28%,76%[activator],26%,27%,29%,29%
G9a block,-45%[59 µM],-14%[59 µM],-37%,.,0%,15%
PGK inhibitor,-5%,5%,-17%,-7%,4%,4%
POLH inh,1%,-14%,-20%,-19%,-4%,4%
Pin1 inhibitor,-5%,1%,-1%,-4%,-1%,-9%
